PI4K2A block – PI4K2A (human) kinase inhibition. purified PI4K2A, ADP-Glo luminescence, 1 h; hits give low values. AID 1346378. activity change, negative = inhibition, % at 76.9 µM. hit rate 0.13% among 420,000; in the data active = activity change below about -50%; inconclusive = mostly about -30% to -49%;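 also: -100% = wells without enzyme as full effect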
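ADP-Glo luminescence measured ADP generated by PI4K2A enzyme (4 ug/mL before mixing) with 1.2 mM PI substrate (pre-mix) and 300 microM ATP (pre-mix). Tris pH7.5 buffer with MgCl2, Triton X-100; 1 h reaction at ambient temperature.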
GLS inhibitor – glutaminase GLS (human) inhibition. O94925. GLS enzymatic activity, qHTS titration. Potency, µM (highest dose often 45.5 µM), for the others: top-dose activity change, negative = inhibition, hits mostly inhibitors. hit rate 0.21% among 410,000. AID 624170; also: potency is read from the fitted curve at half-maximal effect
Target sequence (O94925 whole entry, looked up): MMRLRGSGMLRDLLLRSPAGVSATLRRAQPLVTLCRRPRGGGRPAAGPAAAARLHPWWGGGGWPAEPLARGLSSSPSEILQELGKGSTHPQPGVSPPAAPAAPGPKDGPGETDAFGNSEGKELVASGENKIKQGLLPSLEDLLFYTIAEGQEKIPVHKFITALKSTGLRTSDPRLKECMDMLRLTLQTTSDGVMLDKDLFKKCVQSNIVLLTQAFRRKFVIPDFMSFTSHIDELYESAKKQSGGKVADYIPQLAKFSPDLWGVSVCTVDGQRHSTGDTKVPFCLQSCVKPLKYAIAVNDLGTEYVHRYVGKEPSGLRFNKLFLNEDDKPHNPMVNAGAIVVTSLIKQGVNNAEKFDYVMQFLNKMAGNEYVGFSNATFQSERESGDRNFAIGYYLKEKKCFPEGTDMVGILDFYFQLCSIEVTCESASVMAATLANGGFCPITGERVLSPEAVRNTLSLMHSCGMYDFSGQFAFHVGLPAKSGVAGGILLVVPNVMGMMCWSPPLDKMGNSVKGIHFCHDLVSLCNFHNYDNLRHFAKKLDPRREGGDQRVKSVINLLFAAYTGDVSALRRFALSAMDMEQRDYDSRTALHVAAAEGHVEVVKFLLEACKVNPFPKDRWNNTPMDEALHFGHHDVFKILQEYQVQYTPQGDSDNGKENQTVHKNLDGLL
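Human kidney-isoform GLS in 45 mM KH2PO4 pH 8.2, 0.02% Tween-20, with compound, started with 1mM L-Glutamine (added stock). Glutamate oxidase/HRP/Amplex red coupled fluorescence read at start and after 30 min at RT.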
12-LOX inh – blocks human arachidonate 12S-lipoxygenase. P18054. purified 12hLO, xylenol orange hydroperoxide absorbance. Potency, µM (doses to about 108 µM), for the others: at the top dose activity change, negative = inhibition, usual class: inhibitors. hit rate 1.1% among 580,000. AID 1671190; also: potency is read from the fitted curve at half-maximal effect
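Purified human 12hLO at 150 nM in 25 mM Hepes, 0.01% Triton X-100, pH 7.0, preincubated 15 min at room temperature with compound. Reaction started with 40 uM arachidonic acid, 30 min at room temperature. Hydroperoxide measured by Fe-xylenol orange, 573/405 nm absorbance ratio.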
An asterisk follows results filed as active; u = inconclusive; [ ] = another dose, or the depositor's remark. Unless noted, calls follow the shape of the dose curve; as a rule, active = well fitted inhibition curve with a large enough effect; inconclusive = small, poorly fitted or top-dose-only effect, or another doubt; inactive = no such curve, though single readings can be large or run the other way. Unless noted, % is scaled to controls: 0 for no effect and ±100 for the full control effect. Not all compounds are listed, so the mix of outcomes need not match the whole.

SMILES	PI4K2A block	GLS inhibitor	12-LOX inh
COCOCCn1cc(CN2CCS(=O)(=O)N(Cc3ccc(-c4ccncc4)cc3)C(C(C)C)C2=O)nn1 (centres undefined)	-1.8	-0.7%	-0.7%
O=C(Nc1c(-c2ccc3c(c2)OCO3)[nH][nH]c1=O)c1cccc(C(F)(F)F)c1	u	28.2%	u
C=CCNc1ncnc2c1ncn2[C@H]1CN(Cc2ccccc2)C[C@@H](CO)O1	4.2	-6.2%	u
Nc1nc2ncccc2cc1C(=O)NCCc1cccs1	0.0	4.2%	-4.6%
Cc1cccnc1NC(=O)c1ccc(S(=O)(=O)N2CCCC2)cc1	-5.4	-2.1%	14.9%
CC1(C(=O)NS(=O)(=O)c2ccc(Cl)cc2)CCN1C(=O)C1(c2ccc(Cl)cc2)CCC1 (centres undefined)	1.6	15.1%	-11.8%
COc1cc(C#N)ccc1OCC(=O)Nc1cccc(S(=O)(=O)N(C)c2ccccc2)c1	-9.4	-3.4%	u
COc1ccc(-c2ccc(C(=O)NCc3cccs3)c3occc23)c(C)c1	6.3	-4.6%	0.0%
CC1(C(=O)NS(=O)(=O)c2ccc(Cl)cc2)CCN1C(=O)CC1CC1 (centres undefined)	-3.7	24.9%	-5.3%
COc1ccc(C(=O)C=Cc2ccc(OCc3ccccc3)c(OC)c2)cc1OC	2.4	3.6%	-21.7%
O=C(NCc1ccccc1)[C@@H]1CCCN1C(=O)[C@@H]1CCCN1C(=O)c1cccc2ccccc12	1.6	1.9%	5.0%
Cc1ccc(Cn2cc(CN(C)C3CN(Cc4cn(Cc5ccc(C)cc5)nn4)S(=O)(=O)C3)nn2)cc1 (centres undefined)	-7.8	2.3%	u
CC(C)(C)OC(=O)N1CCN(C(=O)c2[nH]c(C(F)(F)F)nc2-c2ccccc2)CC1	-0.9	-0.7%	-9.7%
O=C1NC(Cc2ccccc2)c2nc3ccc(F)cc3c(=O)n2-c2ncccc21 (centres undefined)	4.0	1.2%	-14.9%
CN(C1=NS(=O)(=O)N=C(N(C)c2ccccc2)O1)c1ccccc1	-20.2	9.5%	1.7%
O=S(=O)(c1ccccc1)n1cc(-c2cccc3nccn23)c2ccccc21	6.1	-2.8%	-12.1%
CCCCNC(=O)c1c(N)[nH]c(C(=O)c2ccccc2)c1-c1ccc(Cl)cc1	1.2	4.9%	-23.2%
CC(C)OC(=O)c1ccc2ccc(-c3ccccc3)nc2c1	2.0	2.5%	-3.1%
CS(=O)(=O)c1ccc(C(=O)OCC(=O)N2CCOCC2)cc1[N+](=O)[O-]	-6.1	-6.5%	-19.1%
COc1ccc(NC(=S)N2CCC3CC2c2c(Cl)cccc23)c(OC)c1 (centres undefined)	1.1	8.8%	u
COc1ccccc1-c1nnc(NC(=O)C2CCCN2S(=O)(=O)c2cccs2)o1 (centres undefined)	-7.4	-0.5%	13.0%
COc1c(N2CCNC(C)C2)c(F)cc2c(=O)c(C(=O)O)cn(C3CC3)c12 (centres undefined)	1.5	6.4%	420.9%[activator]
COc1ccc(S(=O)(=O)N2CCOC2CNC(=O)C(=O)NCc2ccccn2)cc1OC (centres undefined)	-0.7	2.8%	9.7%
CCOC(=O)[C@]12CCC=C1N(Cc1ccc(Cl)cc1Cl)C(=O)[C@H](CC(=O)NCc1cccc3ccccc13)C2	2.6	5.2%	-5.3%
Cc1c(NC(=O)CSc2nnc(-c3ccncc3)n2C)c(=O)n(-c2ccccc2)n1C	-0.9	0.2%	-27.4%
The listing continues.
SMILES	PI4K2A block	GLS inhibitor	12-LOX inh
Cn1ccc2c(N(Cc3ccccc3)Cc3ccccc3)cc3c(c21)C1CCC3O1 (centres undefined)	-3.1	-1.2%	11.2µM*
Cc1cc(C)nc(Nc2nc(C(N)c3ccccc3)cs2)n1 (centres undefined)	-3.7	4.7%	12.1%
CC(C)C[C@H]1CNC(=O)C(=O)N1C[C@H](Cc1ccc(O)cc1)NC(=O)CC12CC3CC(CC(C3)C1)C2	7.9	-10.3%	0.2%
COc1ccc(NC(=O)c2cc(C3CCCCN3C(=O)c3ccccc3)on2)c(C)c1 (centres undefined)	-1.1	-3.2%	0.7%
O=C(NC(CC(=O)N1CCN(c2ccccc2)CC1)c1ccccc1)c1ccccc1 (centres undefined)	-4.8	-3.8%	3.5%
CC(=O)Nc1ccc(C(=O)N2CCCCC2c2cc(C(=O)Nc3cccc(C#N)c3)no2)cc1 (centres undefined)	-2.1	3.7%	0.4%
CCNC(=O)C1(C)CCN(C(=O)c2c(-c3ccccc3)noc2C)C1 (centres undefined)	-0.7	15.2%	-7.2%
O=C(NCc1ccccc1)C1c2ccccc2OCC(=O)N1CC(F)(F)F (centres undefined)	17.0	6.3%	-1.4%
COc1ccc(OC)c(CCNC(=O)Cc2ccc(NC(=O)C3=C(C)OCCS3)cc2)c1	-4.4	-6.0%	-13.6%
COC(=O)C1(C(=O)OC)C/C=C\CN(S(=O)(=O)c2ccccc2[N+](=O)[O-])CCC1	4.6	-8.9%	-3.2%
Cc1ccsc1C(=O)N1CCCC(C)(C(=O)O)C1 (centres undefined)	2.4	-12.6%	3.0%
COc1ccc(N(CC(=O)NC2CC3CCC2C3)S(=O)(=O)c2ccc(C)cc2)cc1Cl (centres undefined)	5.0	-7.1%	0.2%
OC[C@@H]1CN(Cc2ccccc2)C[C@H](n2cnc3c(NC4CC4)ncnc32)O1	0.9	15.1%	-20.0%
COc1ccc(OC)c(C2=CC(=O)C[C@H](c3ccc(F)cc3)C2)c1	12.0	4.1%	u
CNC(=O)C[C@H]1C(=O)N(c2ccccc2)C[C@@H]1C	1.8	-4.7%	-1.9%
COc1ccc2c(c1)CCC1(C)CC(=O)C(Br)=C21 (centres undefined)	2.8	1.5%	-11.5%
Cc1ccccc1P(=O)(c1ccccc1)c1ccccc1C	0.0	-0.8%	1.7%
c1ccc2c(c1)-c1nc3ccccc3cc1C2N1CCCCC1 (centres undefined)	4.3	-2.8%	u
COCOCCn1cc(CN2CCS(=O)(=O)N(Cc3ccc(-c4ccccc4)cc3)C(CC(C)C)C2=O)nn1 (centres undefined)	2.3	-6.5%	-25.4%
CC1(C(=O)NS(=O)(=O)c2cccc(Cl)c2)CCN1C(=O)Cc1cccs1 (centres undefined)	-2.6	2.4%	-5.6%
C[C@H](CO)N1C[C@H](C)[C@@H](CN(C)Cc2cccc(C(F)(F)F)c2)OCc2cnnn2CCCC1=O	-1.6	0.5%	116.0%[activator]
CC1(C)N=C(N)N=C(N)N1c1ccc(CCCCc2ccccc2)cc1	-4.7	2.1%	u
CCCCn1nnnc1C(c1ccccc1OC(F)(F)F)N1CCN(C/C=C/c2ccccc2)CC1 (centres undefined)	-0.3	-6.3%	-14.5%
O=[N+]([O-])c1ccccc1SNc1ccccc1	4.6	3.6%	-14.4%
COc1ccc(-c2coc3c(C(=O)NCC(C)C)cccc23)c(C)c1	0.0	4.4%	-15.5%
More structures.
SMILES	PI4K2A block	GLS inhibitor	12-LOX inh
OCc1nc2ccccc2n1CCCc1ccccc1	-3.6	0.6%	-8.5%
COc1cc(CN2C(=O)C(C)ON=C2c2cccs2)cc(OC)c1 (centres undefined)	-0.4	1.7%	18.4%
O=C(Nc1cccc(-c2ccc(N3CCOCC3)nn2)c1)c1cccc(Cl)c1	6.3	-7.1%	8.5%
CCS(=O)(=O)N1CCN(C(=O)c2ccc3nc(C)c(N(C)C(=O)CCc4ccccc4)n3c2)CC1	-2.4	1.1%	-5.9%
O=C(C1CCCO1)N1CCN(C(=O)C23CC4CC(CC(C4)C2)C3)CC1 (centres undefined)	-1.1	0.1%	10.0%
O=C1Nc2ccccc2N(C(=O)c2ccc(-c3ccccc3)cc2)C1c1nc2ccccc2[nH]1 (centres undefined)	0.0	-13.8%	u
COc1ccc(Br)c(Cn2c(C)c(C(=O)NCc3cccc([N+](=O)[O-])c3)sc2=O)c1	1.9	-4.4%	-2.9%
CN(CCc1ccccc1)C(C(=O)Nc1ccc2c(c1)OCCO2)C1CC1 (centres undefined)	2.1	7.2%	-3.8%
COc1ccc(NC(=O)C2(C)Cc3c(-c4ccc(C(N)=O)cc4)ccnc3O2)cn1 (centres undefined)	-4.5	4.9%	-8.6%
Cc1cccc(C(=O)OCC(=O)N2c3ccccc3CC2C)c1C (centres undefined)	-4.2	0.8%	-24.0%
COc1ccc(Cl)cc1NC(=O)CN1C(=O)C(=O)N(C2CCCC2)C1=O	2.6	16.9%	2.2%
Cc1ccc(F)cc1C(=O)N1CCCC(c2cc(C(=O)Nc3ccccc3Cl)no2)C1 (centres undefined)	-1.1	4.6%	-15.0%
CCOc1ccc(OCC(=O)N2CCN(S(=O)(=O)c3ccccc3)CC2)cc1	1.5	-0.6%	19.8%
CCCC1NC(=O)c2cc3ccccc3cc2-n2c1nc1ccc(F)cc1c2=O (centres undefined)	-7.6	0.1%	1.5%
COc1cccc(COC(=O)Nc2ccccc2)c1OC	5.4	1.1%	-2.0%
COCCN(C(=O)CSc1nnc(-c2ccc(F)cc2)n1N)c1c(N)n(CC(C)C)c(=O)[nH]c1=O	0.5	-4.0%	3.9%
O=C(NCc1cccnc1)c1cc(C2CCCN(C(=O)c3ccccn3)C2)on1 (centres undefined)	-1.9	4.1%	38.7%[activator]
O=C(COC(=O)c1cc(S(=O)(=O)N2CCCCC2)ccc1Cl)NC1CCCCC1	1.0	-5.0%	1.7%
Cc1ccc(OC(=O)N(C)C[C@@H]2OCc3cn(nn3)CCCC(=O)N([C@H](C)CO)C[C@H]2C)cc1	-3.1	-1.6%	u
CC(CCl)n1c(=O)c2ccccc2n1C(=O)c1ccccc1 (centres undefined)	8.5	-4.9%	-11.5%
CC(=O)Nc1ccc(-c2ccnc3c2CC(C(=O)NCc2cccc(Cl)c2)O3)cc1 (centres undefined)	-0.6	6.8%	1.7%
O=C(NCCCN1CCOCC1)c1cc(S(=O)(=O)N2CCCCC2)ccc1Cl	6.3	-5.1%	10.6%
CC(C)(C)Cc1c(-c2ccc(F)cc2)nc2ccc(Br)cn12	-1.8	0.2%	u
CC(C)NC(=O)c1csc([C@@H]2O[C@H](CO)[C@H](O)[C@H](O)[C@H]2O)n1	3.3	-12.4%	4.3%
CSc1ccc(CN2CCC2(C)C(=O)NC2CCc3ccccc32)cc1 (centres undefined)	-4.3	-17.6%	11.1%
Further records follow:
SMILES	PI4K2A block	GLS inhibitor	12-LOX inh
COc1ccc(CCNC(=O)Nc2ccc3c(c2)c(=O)n(C)n3Cc2ccc(F)cc2)cc1OC	4.4	-4.5%	u
Cc1ccc(S(=O)(=O)NC(=O)C2(C)CCN2C(=O)c2ccccc2CCc2ccccc2)nc1 (centres undefined)	-6.3	8.1%	-11.9%
COc1ccc(S(=O)(=O)N(C)[C@H]2C[C@H]3c4cc(N5CCN(C)CC5)ccc4CCN3C(=O)[C@H]2[C@H](C)O)cc1	-3.2	14.8%	20.1%
COC(=O)[C@@]1(Cc2ccc(F)cc2)[C@H]2c3cc(C(=O)N4CCCC4)n(CCF)c3C[C@H]2CN1C(=O)c1ccccc1	0.1	-30.8%	1.2%
CCc1nc2c(OCC(=O)c3ccc(Cl)cc3Cl)cccn2c1N(C=O)Cc1ccc(OC)cc1	4.1	-2.6%	u
O=C(Nc1ccc(-c2ccco2)cc1)C1CCCN(Cc2ccco2)C1 (centres undefined)	0.4	-8.5%	-13.5%
Cc1onc(-c2ccccc2)c1C(=O)OCC(=O)N1CCCCC1	1.9	2.9%	u
